Screens (PubChem BioAssay)
COUP-TFII inh: NR2F2 transcriptional activity inhibitors, primary screen, cell-based, luciferase reporter, HEK293T, luminescence | inhibition, % at 8.6 µM | COUP transcription factor 2 (Homo sapiens), P24468 | HEK293T NGFI-A luciferase reporter | hit rate 0.7% among 370,000 | AID 686940, 2013;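 active = inhibition above a per-plate cutoff, mean inhibition of test wells between control levels plus 3 SD, cut at about 38% in these data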;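 note: cells cotransfected with COUP-TFII expression vector driving the NGFI-A reporter; 0% = median of COUP-TF2 test wells and 100% = reporter-only cells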
LRH-1 inv ag: LRH-1 (NR5A2) inverse agonists, primary screen, cell-based, luminescence, HEK293T, StAR-luciferase reporter | LRH-1 transfected, 24 h | inhibition, % at 3.6 µM | hit rate 0.13% among 360,000 | AID 602396, 2012;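 active = inhibition above the mean inhibition of all tested compounds plus 3 SD, cut at about 73% in these data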;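 note: 0% = DMSO wells and 100% = reporter-only cells lacking LRH-1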
NCOA1 inh: SRC1 coactivator transcriptional activity inhibitors, primary screen, cell-based, luminescence; Nuclear receptor coactivator 1 (Homo sapiens), Q15788; hit rate 0.12% among 360,000; HEK293 GAL4-SRC1 luciferase reporter; inhibition, % at 3.6 µM;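 active = inhibition above the campaign mean plus 3 SD, with each screening campaign given its own cutoff, cut at about 60% in these data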;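 note: 0% = DMSO treated cells and 100% = gossypol at 36 µM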
Target sequence (Q15788 whole entry, looked up, the tested form may be a part): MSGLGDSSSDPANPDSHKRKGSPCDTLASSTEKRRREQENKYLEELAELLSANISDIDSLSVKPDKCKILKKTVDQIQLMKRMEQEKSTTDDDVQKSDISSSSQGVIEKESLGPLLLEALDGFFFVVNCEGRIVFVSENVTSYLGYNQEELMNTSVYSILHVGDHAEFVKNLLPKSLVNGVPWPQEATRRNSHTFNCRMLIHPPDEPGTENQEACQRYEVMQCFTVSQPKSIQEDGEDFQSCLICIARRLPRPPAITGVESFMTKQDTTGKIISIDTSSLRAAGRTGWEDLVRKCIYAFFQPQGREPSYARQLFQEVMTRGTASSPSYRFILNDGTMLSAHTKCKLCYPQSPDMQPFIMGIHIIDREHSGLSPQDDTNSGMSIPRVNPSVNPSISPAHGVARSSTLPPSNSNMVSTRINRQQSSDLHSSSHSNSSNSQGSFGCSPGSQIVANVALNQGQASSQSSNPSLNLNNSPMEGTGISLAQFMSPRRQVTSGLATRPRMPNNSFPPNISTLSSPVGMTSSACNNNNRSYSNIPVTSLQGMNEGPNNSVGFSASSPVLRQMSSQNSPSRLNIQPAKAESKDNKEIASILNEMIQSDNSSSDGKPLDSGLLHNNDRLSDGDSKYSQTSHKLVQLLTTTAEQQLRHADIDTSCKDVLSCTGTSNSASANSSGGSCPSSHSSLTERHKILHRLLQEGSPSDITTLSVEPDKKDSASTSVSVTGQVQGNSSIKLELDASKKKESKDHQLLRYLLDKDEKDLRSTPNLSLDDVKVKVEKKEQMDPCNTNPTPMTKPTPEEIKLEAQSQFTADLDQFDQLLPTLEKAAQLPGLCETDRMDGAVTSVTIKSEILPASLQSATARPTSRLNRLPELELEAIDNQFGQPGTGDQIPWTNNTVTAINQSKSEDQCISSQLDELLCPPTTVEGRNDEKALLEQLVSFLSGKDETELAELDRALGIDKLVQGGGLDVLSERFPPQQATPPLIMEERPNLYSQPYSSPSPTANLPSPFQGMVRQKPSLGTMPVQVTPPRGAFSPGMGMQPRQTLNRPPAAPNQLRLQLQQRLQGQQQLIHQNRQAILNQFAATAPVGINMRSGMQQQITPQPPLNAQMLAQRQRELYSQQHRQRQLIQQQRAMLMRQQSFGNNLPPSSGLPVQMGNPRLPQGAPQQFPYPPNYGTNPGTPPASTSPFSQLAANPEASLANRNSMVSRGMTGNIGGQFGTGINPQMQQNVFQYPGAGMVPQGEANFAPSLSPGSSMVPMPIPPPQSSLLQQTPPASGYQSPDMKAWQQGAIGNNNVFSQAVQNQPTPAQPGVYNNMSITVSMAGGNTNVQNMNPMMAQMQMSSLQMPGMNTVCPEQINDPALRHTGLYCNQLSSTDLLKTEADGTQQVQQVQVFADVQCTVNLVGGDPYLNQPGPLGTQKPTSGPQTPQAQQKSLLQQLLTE
TWEAK-Fn14 inh: inhibitors of TWEAK-Fn14 signaling, primary screen, luciferase reporter cells, uHTS; TWEAK-stimulated Fn14 reporter cells, luciferase luminescence, 8 h; inhibition, % at 10 µM; hit rate 2% among 360,000; AID 1159606, 2016; in the data active = inhibition above about 50%
EBV LMP1 NFkB: EBV LMP1-driven NF-kappaB luciferase reporter inhibitors, primary screen, cell-based, luminescence, single point. LMP1-induced NF-kappaB luciferase reporter cells. inhibition, % at 12.5 µM. hit rate 0.69% among 350,000. AID 504558, 2011; in the data active = inhibition above about 41%;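 note: 0% = neutral control wells and 100% = reference inhibitor control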
KKLEB cytotox: cytotoxicity in KKLEB CF airway cells, primary screen, cytotoxicity control for CF NF-kB inhibitor project, cell-based, uHTS, fluorescence assay plates | KKLEB CF airway cells viability, ATPlite luminescence, overnight; stronger effect = lower value; cells stimulated with P. aeruginosa culture filtrate | activity change (cytotoxicity), % at 5 µM | hit rate 0.36% among 360,000 | AID 602141, 2011;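 active = corrected activity change at or below -50% at 5 µM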
C8 TRAIL sens: viability loss with TRAIL in NB7+C8 cells, primary screen, TRAIL sensitizer project, cell-based, ATPlite luminescence | inhibition (viability loss, TRAIL sensitization), % at 10 µM | hit rate 1% among 360,000;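 active = compounds causing at least 50% loss of cell viability in the single-dose screen, relative to plate controls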
SRC3 inh: SRC3 coactivator transcriptional activity inhibitors, primary screen, cell-based, luminescence; Nuclear receptor coactivator 3 (Homo sapiens), Q9Y6Q9; hit rate 0.17% among 360,000; HEK293 GAL4-SRC3 luciferase reporter; inhibition, % at 3.6 µM;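 active = inhibition above a per-campaign cutoff, the mean of all compounds plus 3 SD, cut at about 60% in these data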;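 note: 0% = DMSO-treated cells and 100% = gossypol-treated cells at 36 µM; higher means less SRC3-driven luciferase light from the GAL4 reporter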
SRC2 inh: inhibition of GAL4-SRC2 driven luciferase reporter, primary screen, SRC2 inhibitor project, cell-based, luminescence. HEK293 GAL4-SRC2 luciferase reporter. Nuclear receptor coactivator 2 (Homo sapiens), Q15596. hit rate 0.17% among 370,000. inhibition, % at 9 µM;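 active = inhibition above the mean inhibition of all tested compounds plus 3 SD, set per campaign, cut at about 52% in these data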;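 note: 0% = DMSO treated cells and 100% = cells given Gossypol at 36 µM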
CF NFkB block: inhibitors of PAF-induced NF-kB signaling, primary screen, cell-based, GFP fluorescence, uHTS | KKLEB NF-kB-GFP reporter, GFP fluorescence overnight | inhibition, % at 5 µM | hit rate 0.86% among 360,000 | AID 588850, 2011;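 active = at least 50% inhibition at 5 µM, scaled per plate between neutral and stimulator controls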;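 note: PAF is a Pseudomonas aeruginosa culture filtrate used as stimulus; plate controls were PAF-stimulated DMSO wells for no effect and unstimulated DMSO wells for full effect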
TROY signal inh: inhibitors of TROY-driven NF-kB signaling, primary screen, Q293 LMP1-TROYcd cells, NF-kB luciferase, uHTS; Q293 LMP1-TROYcd NF-kB luciferase reporter, 4 h; AID 1347056, 2019; hit rate 0.98% among 360,000; inhibition, % at 10 µM;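 active = compounds whose plate-normalised and pattern-corrected inhibition of the luciferase reporter signal at the single screening dose is 50% or more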
Active calls of the source: *; x = not tested or not shown.

SMILES	COUP-TFII inh	LRH-1 inv ag	NCOA1 inh	TWEAK-Fn14 inh	EBV LMP1 NFkB	KKLEB cytotox	C8 TRAIL sens	SRC3 inh	SRC2 inh	CF NFkB block	TROY signal inh
COC(=O)c1ccccc1NC(=O)c1ccc(-c2ccc(Br)cc2)o1	0	14	-15	77*	-28	-6	8	10	-8	4	81*
COc1ccccc1OCc1ccc(C(=O)N2CCN3CCCC3C2)cc1 (stereo unspecified)	5	-4	7	28	2	14	6	7	-7	4	x
CCCCNS(=O)(=O)c1ccc(NC(=O)Cc2ccc(OC)cc2)cc1	3	5	-19	15	1	-10	7	20	0	6	7
COC(=O)c1sc(S(=O)(=O)N2CCN(c3ccccc3F)CC2)c(C(=O)OC)c1C	6	-11	-15	-5	0	-1	-7	-1	6	0	14
NCCCCCc1nnc(SCc2ccc(Cl)cc2Cl)o1	20	0	-1	-4	-11	-3	3	13	14	-4	2
Cn1nnc(NC(=S)NC(=O)c2ccco2)n1	-5	6	4	5	-2	-9	-9	4	4	7	0
Cc1nc2ccc3nc(NC(=O)C4COc5ccccc5O4)sc3c2s1 (stereo unspecified)	16	-23	-21	23	-1	-2	4	7	13	-10	1
CCOC(=O)c1cc(CC)sc1/N=C/c1c(O)ccc2ccccc12	14	5	16	9	-3	0	5	12	-5	-1	6
O=C(CSc1nnc(C2CC2)n1CC1CCCO1)Nc1ccccc1Cl (stereo unspecified)	17	8	2	-16	-3	1	11	-17	-10	5	-4
C=CCOc1c2ccc(C(=O)N(CC)c3ccc(OC)cc3)cc2nn1C	4	16	0	-6	-4	-8	1	-4	-28	10	-26
COc1cccc(C(=O)N(Cc2cccs2)C2CCS(=O)(=O)C2)c1 (stereo unspecified)	-6	-2	-48	-1	-4	3	-8	10	17	-12	-6
CCCCC[C@H](C)N1C[C@@H](COCc2ccccc2)Oc2cc(N3CCC[C@H]3CO)ccc2S1(=O)=O	5	-2	x	22	x	x	-6	x	-23	x	2
O=C1NC(=O)C(c2ccc(Cl)cc2Cl)N1 (stereo unspecified)	-2	6	-2	7	0	-6	-9	-1	-13	9	-3
Cc1c(C(=O)/C=C/N(C)C)nnn1-c1ccc(Cl)c(Cl)c1	13	14	-40	3	-7	-8	-20	-23	-21	11	-14
COc1cccc(CC(NC(C)=O)C(=O)NC2CCN(S(=O)(=O)c3ccc(NC(C)=O)cc3)CC2)c1OC (stereo unspecified)	-9	-10	-15	1	-8	3	-15	-1	0	-7	21
COc1ccc(/C=C\c2nc(O)c([N+](=O)[O-])c(=O)[nH]2)cc1O	-22	16	-19	4	-5	8	-3	15	-30	-8	-25
CC(=O)Nc1cccc(NS(=O)(=O)c2ccc3c(c2)CCC(=O)N3)c1	0	-2	8	-1	-11	-7	-6	-8	17	-13	-6
Cc1ccc(S(=O)(=O)CCSc2ccc(C(F)(F)F)cn2)cc1	-10	9	3	12	x	10	1	6	-1	-11	-14
COc1ccccc1C(=O)Nc1ccccc1C(=O)NC1CCCCC1	-1	5	-14	-8	1	4	-6	7	12	-116	7
Cc1cc(C)c2c(-n3cccc3)c(C(=O)NNS(=O)(=O)c3ccc(Br)cc3)sc2n1	5	-9	-13	-11	-16	4	-14	7	-15	-12	31
O=C1CC(C(=O)Nc2nccs2)C(c2ccccc2)O1 (stereo unspecified)	12	3	-10	-25	0	22	1	12	-12	10	-5
CC(NCC(=O)NC(=O)NCCC1=CCCCC1)c1ccc(S(N)(=O)=O)cc1 (stereo unspecified)	-2	-4	13	-26	-6	-15	-7	-6	9	5	4
CCOC(=O)c1sc(NC(=O)CN2CC(C)OC(C)C2)nc1C (stereo unspecified)	-9	-20	3	7	3	5	-20	-22	-6	3	21
N#Cc1ccc(OCC(=O)NCC2COc3ccccc3O2)cc1 (stereo unspecified)	-5	-10	3	-8	0	12	-7	5	-10	-18	-11

Structural class: those above with a halogen
SMILES	COUP-TFII inh	LRH-1 inv ag	NCOA1 inh	TWEAK-Fn14 inh	EBV LMP1 NFkB	KKLEB cytotox	C8 TRAIL sens	SRC3 inh	SRC2 inh	CF NFkB block	TROY signal inh
COC(=O)c1ccccc1NC(=O)c1ccc(-c2ccc(Br)cc2)o1	0	14	-15	77*	-28	-6	8	10	-8	4	81*
COC(=O)c1sc(S(=O)(=O)N2CCN(c3ccccc3F)CC2)c(C(=O)OC)c1C	6	-11	-15	-5	0	-1	-7	-1	6	0	14
NCCCCCc1nnc(SCc2ccc(Cl)cc2Cl)o1	20	0	-1	-4	-11	-3	3	13	14	-4	2
O=C(CSc1nnc(C2CC2)n1CC1CCCO1)Nc1ccccc1Cl (stereo unspecified)	17	8	2	-16	-3	1	11	-17	-10	5	-4
O=C1NC(=O)C(c2ccc(Cl)cc2Cl)N1 (stereo unspecified)	-2	6	-2	7	0	-6	-9	-1	-13	9	-3
Cc1c(C(=O)/C=C/N(C)C)nnn1-c1ccc(Cl)c(Cl)c1	13	14	-40	3	-7	-8	-20	-23	-21	11	-14
Cc1ccc(S(=O)(=O)CCSc2ccc(C(F)(F)F)cn2)cc1	-10	9	3	12	x	10	1	6	-1	-11	-14
Cc1cc(C)c2c(-n3cccc3)c(C(=O)NNS(=O)(=O)c3ccc(Br)cc3)sc2n1	5	-9	-13	-11	-16	4	-14	7	-15	-12	31

(more compounds)
SMILES	COUP-TFII inh	LRH-1 inv ag	NCOA1 inh	TWEAK-Fn14 inh	EBV LMP1 NFkB	KKLEB cytotox	C8 TRAIL sens	SRC3 inh	SRC2 inh	CF NFkB block	TROY signal inh
O=C(NCc1ccco1)c1ccc(=O)[nH]n1	-11	-16	-19	-2	6	-3	7	-13	-57	14	5
CCc1nc2c(OCc3ccc(C(=O)N(C)C)cc3)cccn2c1N(C)C(=O)c1ccc(C)cc1	3	-6	-7	13	x	-1	0	-11	4	-14	-21
O=C(CN(CC(=O)N1CCOCC1)S(=O)(=O)c1ccc(Br)s1)N1CCOCC1	2	-8	-13	15	-4	-8	-7	15	-7	1	-1
CCc1ccccc1NC(=O)NCc1ccc2c(c1)OCO2	2	2	-12	2	3	-13	9	4	3	39	-44
COc1ccc(OC(=O)Cc2cccc3ccccc23)cc1	-15	-1	-21	-5	1	-2	-18	5	-34	-4	-24
COCCNC(=S)N1CCc2cc(OC)c(OC)cc2C1c1cccs1 (stereo unspecified)	11	11	10	-15	-6	9	-13	22	-21	-15	-11
CC(=O)Nc1ccc2c(c1)nc(C)n2Cc1ccccc1	0	-5	-7	-1	7	3	-6	0	-6	-1	-11
COc1ccc(S(=O)(=O)N2CCCCCC2)cc1NC(=O)CN(C)Cc1ccc2c(c1)OCO2	14	31	7	2	9	-12	20	-12	6	20	5
Cc1cc(NC(=O)CS(=O)(=O)c2cn(Cc3cccc(C(F)(F)F)c3)c3ccccc23)no1	-1	-20	2	26	x	-20	13	2	22	3	36
Cc1ccc2nc(C3CCN(CC(=O)Nc4ccc5c(c4)OCCO5)CC3)[nH]c2c1	3	6	6	-12	-4	-11	-7	10	11	11	1
COc1ccc(CNc2nc3ccccc3n2C)c(OC)c1	-44	-80	-99	-3	-2	-4	11	-77	-26	2	-59
CCS(=O)(=O)CCSc1nc2ccccc2o1	0	-3	3	-8	-13	-18	-6	9	-11	4	-11
CCn1nc(C)c(CNC(=O)c2cc(COc3cncc(Cl)c3)on2)c1C	1	1	6	-3	5	-5	-6	6	16	25	21
CN(CCCCCCN(C)Cc1ccccc1O)Cc1ccccc1O	-10	13	5	-3	-3	-6	6	5	3	6	5
COC(=O)c1cn(NC(=O)Cc2cccc(C(F)(F)F)c2)c(=O)c2ccccc12	-3	15	1	-7	7	8	-35	8	-3	-25	0
CC(C)CNC(=S)NC1CC2CCCC(C1)N2Cc1ccco1 (stereo unspecified)	19	6	-6	-8	6	-2	-5	12	6	-2	-8
CCOc1ccc(C2=Nn3c(nnc3-c3ccccc3)SC2)cc1Cl	-18	7	-14	-28	-5	-11	16	4	-21	2	-6
Cc1ccc(N(Cc2ccccc2)C(=O)c2cccc(F)c2)cc1	-4	-18	-7	-21	-2	-9	5	-17	-10	3	-46
COc1ccc(-c2cc(C#N)nc(Cl)n2)cc1	0	4	-4	30	3	-10	21	16	-7	1	80*
N#Cc1cccc(S(=O)(=O)NCC(=O)NCc2ccc3c(c2)OCO3)c1	1	-13	2	6	-3	6	-2	-25	-11	2	-2
CN(Cc1ccc(Cl)cc1Cl)C(=O)c1cccc(S(=O)(=O)NCc2ccccc2)c1	18	-6	-18	2	-1	-4	2	9	-5	24	27
COCCn1c(-c2ccc(OC)cc2)nc2ccccc21	5	-16	-17	-13	-4	12	9	-12	-13	-10	-13
CC(=O)Nc1ccc(OCC(O)Cn2nc(C)nc2C)cc1 (stereo unspecified)	7	3	3	-8	-1	3	-7	9	3	-9	2
COc1nc(=O)n(C2C=CC(=O)O2)cc1F (stereo unspecified)	-17	4	-48	64*	-29	-18	3	-28	-27	87*	-12
COC(=O)c1sc2nc(SCC(=O)N(C)c3ccccc3)n(N)c(=O)c2c1C	-5	-35	-29	-18	9	-29	0	3	-16	20	-7
O=C(Nc1ccccc1F)Nc1ccccc1F	-22	-136	-54	-19	-17	17	16	-69	-28	-10	-50

2 entries drawn at random from those above, as already listed:
SMILES	COUP-TFII inh	LRH-1 inv ag	NCOA1 inh	TWEAK-Fn14 inh	EBV LMP1 NFkB	KKLEB cytotox	C8 TRAIL sens	SRC3 inh	SRC2 inh	CF NFkB block	TROY signal inh
Cc1ccc(N(Cc2ccccc2)C(=O)c2cccc(F)c2)cc1	-4	-18	-7	-21	-2	-9	5	-17	-10	3	-46
COC(=O)c1cn(NC(=O)Cc2cccc(C(F)(F)F)c2)c(=O)c2ccccc12	-3	15	1	-7	7	8	-35	8	-3	-25	0

Compounds were not picked by outcome; any-hit rate near 4.2%.
